# H9c2 TAG inh: reduces triacylglycerol accumulation in H9c2 cells; inhibition, % at 12.5 µM; 230,000 tested, 0.66% active; Nile Red lipid (TAG) fluorescence; cells loaded with 200 µM oleic acid; AID 651582;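 active = pattern-corrected inhibition of lipid staining of at least 50% with the nuclear-stain viability signal not falling by more than 50%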;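 also: 0% = DMSO wells and 100% = triacsin C control wells; some results filed as inactive read as strong as hits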
# H9c2 TAG inh DAPI viability: further read-out of H9c2 TAG inh, marked with its call; DAPI nuclei signal change (viability), lower = more cytotoxic, %;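 whole-well DAPI fluorescence read on a plate reader as a viability signal; minus 50 percent equals half of cells still viable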
# Active calls of the source: *. This is a subset; rates above refer to the full screens.
SMILES,H9c2 TAG inh,H9c2 TAG inh DAPI viability
O=C(c1ccc(Cl)cc1)N1CCCC(C(=O)N2CCN(c3ccccc3)CC2)C1 (stereo not drawn),-11,2
O=C(CN1CCCCC1)Nc1ccc(Br)cc1[N+](=O)[O-],13,-10
FC(F)(F)c1nc(NCC2CCCO2)c2nnn(Cc3ccccc3Cl)c2n1 (stereo not drawn),10,1
COCCN(C(=S)Nc1cccc(OC)c1)C(C)c1cccs1 (stereo not drawn),-17,3
O=C(NCc1cccs1)c1ccc(N2CCCC2=O)cc1,10,-9
COc1ccc(OC)c(NC(=S)N2CCN(C/C=C/c3ccccc3)CC2)c1,0,9
O=CN1N=C(c2ccccc2)CC1c1ccc(Cl)cc1 (stereo not drawn),-17,0
c1ccc(SCCN2CCc3ccccc3C2)cc1,-14,-1
COc1ccc(NC(=O)Nc2ccccc2SC)cc1OC,-30,-11
Oc1c(C(c2ccco2)N2CCN(C(c3ccccc3)c3ccccc3)CC2)sc2ncnn12 (stereo not drawn),3,2
C#CCOc1c(Br)cc(/C=N\NC(=O)CN2CCOCC2)cc1OCC,-15,0
COc1cc(/C=C2\SC(N)=NC2=O)ccc1OCC(=O)Nc1ccccc1C,15,-4
CC(C)C(NC(=O)CCNC(=O)c1ccc([N+](=O)[O-])cc1)c1nc2ccccc2[nH]1 (stereo not drawn),-9,0
CC(=O)C[C@@H](O)CC(=O)[C@H]1OC(=O)CCCCCc2ccccc21,-1,-3
CCOC(=O)CNC(=O)CSc1nccn1Cc1ccco1,-5,9
COc1cccc(CNCCO)c1OCc1ccc(Cl)cc1,-10,29
CC(=O)Nc1ccc(N=Cc2nc(-c3ccc(C)cc3)oc2O)cc1,-13,8
Cc1ccc(NC(=O)/C(C#N)=C(\N)C(Cl)(Cl)Cl)nc1,-2,1
Cn1c(=O)c(-c2ccccc2)cc2ccccc21,-4,2
Cn1nc(C(=O)NCc2ccccc2CN2CCCC2)c2ccccc2c1=O,6,0

# As entered above.
# COc1cc(/C=C2\SC(N)=NC2=O)ccc1OCC(=O)Nc1ccccc1C @ H9c2 TAG inh DAPI viability: -4
# CCOC(=O)CNC(=O)CSc1nccn1Cc1ccco1 @ H9c2 TAG inh: -5
# CC(=O)Nc1ccc(N=Cc2nc(-c3ccc(C)cc3)oc2O)cc1 @ H9c2 TAG inh: -13
# CC(=O)C[C@@H](O)CC(=O)[C@H]1OC(=O)CCCCCc2ccccc21 @ H9c2 TAG inh DAPI viability: -3
# O=C(c1ccc(Cl)cc1)N1CCCC(C(=O)N2CCN(c3ccccc3)CC2)C1 (stereo not drawn) @ H9c2 TAG inh: -11

# (cont.)
SMILES,H9c2 TAG inh,H9c2 TAG inh DAPI viability
CC(CC(=O)Nc1ccccc1C(F)(F)F)c1ccccc1 (stereo not drawn),-9,-2
Cn1cnc([N+](=O)[O-])c1Sc1nc2ccccc2[nH]1,28,-6
CC1CCCN(CCC(=O)c2ccccc2)C1 (stereo not drawn),19,0
COc1ccc(CNc2nc3ccccc3n2CCN2CCCCC2)cc1,6,5
CCC1NC(=O)c2cccnc2-n2c1nc1ccc(C)cc1c2=O (stereo not drawn),6,2
CCOCc1c(C(=O)Nc2cc(OCC)c(N3CCOCC3)cc2OCC)oc2ccccc12,38,9
Fc1ccc(CO/N=C/C2=C(Cl)c3ccccc3CC2)cc1,-12,10
Cc1cc(C)n(-c2ccccc2[N+](=O)[O-])n1,-11,5
CCOC(=O)c1nnn2c1nc(N1CCN(c3ccccc3)CC1)c1ccccc12,-2,15
CC1CCN(CC(=O)N(C)c2c(N)n(Cc3ccccc3)c(=O)[nH]c2=O)CC1,20,-2
CSc1cccc(NC(=S)NCCCN2CCN(c3ccc(F)cc3)CC2)c1,8,-1
CCC(CC)c1nnc(NC(=O)CSCC(=O)Nc2cc(C)on2)s1,8,11
Nc1nc(=S)c2[nH]cnc2[nH]1,11,-11
CC1C/C(=N/Nc2nc3ccccc3[nH]2)CC(C)(C)C1 (stereo not drawn),1,7
C=CCn1c(COc2cccc(C)c2)nnc1SC(C)C(=O)NC1CC1 (stereo not drawn),-7,6
CCCN1CCN(C(=O)c2ccc(S(=O)(=O)N(C)c3ccccc3OC)cc2)CC1,0,-4
Cc1ccccc1Oc1ccc2c(c1)[C@@H]1C[C@H](N(C)C(=O)c3ccco3)[C@H]([C@H](C)O)C(=O)N1CC2,9,-6
Cc1c(NC(=O)Cc2noc3ccccc23)cccc1[N+](=O)[O-],8,-10
CC(OC(=O)CCNS(=O)(=O)c1cccs1)C(=O)Nc1ccc(S(N)(=O)=O)cc1 (stereo not drawn),-10,8
Cc1ccc(-c2nnc(SCC(=O)Nc3ccccc3F)o2)cc1,6,6
CCN(CC)C(=O)C(=O)N/N=C/c1ccc(Br)cc1,18,-16
CC(=O)C1=C(O)C(=O)N(CCCCCC(=O)O)C1c1ccc(N(C)C)cc1 (stereo not drawn),-3,0
COc1ccc(OCC(=O)Nc2c(Cl)ccc3nsnc23)cc1,-11,6
Cc1nn(C)cc1CNCc1c(C(=O)N2CCCCC2)nc2c(C)cccn12,-14,5
O=C(CN1CCN(S(=O)(=O)c2ccc(Cl)cc2)CC1)Nc1ccc2c(c1)OCCO2,13,-9
CN(CC(=O)Nc1cccc(F)c1)C(=O)CSc1nc2ccccc2s1,-21,-2
O=C(CN1C(=O)c2ccccc2C1=O)Nc1ccccc1C(=O)N1CCCC1,-10,-1
Cc1cc(C)nc(N(C#N)Cc2ccc(Cl)cc2)n1,1,-2
Cc1ccc(C(=O)NCC(=O)NC2CC2)cc1,10,4
O=[N+]([O-])c1cc2no[n+]([O-])c2cc1N1CCCCC1,16,12
CC1(C)CC(=O)c2ccc(OCc3ccc([N+](=O)[O-])cc3)cc2O1,-11,-1
CN(CC(=O)Nc1ccccc1C(=O)NC1CC1)Cc1ccccc1F,-9,-10
CCc1nc2scc(-c3cccs3)c2c(=O)o1,-3,2
O=C(NCc1ccncc1)c1nnc(Cc2c(F)cccc2Cl)o1,-9,11
S=C(Nc1ccccc1Cl)N1CCCC1,-13,9
CC(=O)Nc1ccc2c(c1)nc(CCN1CCOCC1)n2C,12,11
Cc1nc2ccc(S(=O)(=O)NC(C(=O)NCc3cccs3)C(C)C)cc2s1 (stereo not drawn),4,6
OC(c1ccc2c(c1)OCO2)c1ncc(-c2cccc(C(F)(F)F)c2)[nH]1 (stereo not drawn),-14,7
O=[N+]([O-])c1cc(S(=O)(=O)CCCN2CCOCC2)ccc1F,14,-12
Cc1c(C(=O)NCCN2C(=O)S/C(=C\c3cccnc3)C2=O)cccc1[N+](=O)[O-],9,1
COc1ccc(OC)c(S(=O)(=O)N2CCC(C(=O)NCc3ccccc3OC)CC2)c1,-12,7
Cc1ccc(NC(=O)c2c(C)nc3ccccn23)cc1C,-3,5
C[C@H](CO)N1C[C@H](C)[C@@H](CN(C)C(=O)Nc2ccccc2)Oc2ccc(NS(=O)(=O)c3ccccc3)cc2C1=O,7,-7
COc1ccc(C(=O)Nc2nc(C)cc(C)n2)cc1[N+](=O)[O-],-15,11
O=C(NC1CCCCCCC1)c1cccc(S(=O)(=O)N2CCOCC2)c1,12,-11
COc1ccc(C2Nc3cccc4cccc(c34)N2)cc1,5,9
O=C(Nc1ccc(Cl)cn1)Nc1ccccc1Cl,-4,10
CCN1/C(=C/c2ccc3cc(C)ccc3[n+]2CC)Sc2cc(C)ccc21,-117,-28
Cc1c(-c2ccc(Cl)cc2)oc(=O)c2c(N)n(-c3ccccc3)nc12,-23,10
Cc1nc2ccc(Br)cn2c(=O)c1Cl,-11,2
Cc1ccc(S(=O)(=O)NCC(=O)OCCOc2ccccc2F)cc1,-3,-9
CC1(C)CC(=O)C2=C(C1)c1c(ccc3ccccc13)NC2c1ccc(OCC(=O)O)cc1 (stereo not drawn),-8,2
CC(/C=C1\SC(=S)N(C(C(=O)O)C(C)C)C1=O)=C\c1ccccc1 (stereo not drawn),-1,6
O=C(O)/C(=C\c1cccc([N+](=O)[O-])c1)c1ccc(S(=O)(=O)N2CCCCC2)s1,6,-3
COc1ccc(NS(=O)(=O)c2ccc(NC(C)=O)cc2)nn1,30,-23
CC(=O)c1ccc(NS(=O)(=O)c2ccc3c(c2)CCC(=O)N3)cc1,4,0
CCc1ccc(CNCCNC(=O)c2ccco2)cc1,-22,2
O=C(NC(=S)Nc1ccccn1)c1cccc([N+](=O)[O-])c1,-21,29
O=C(Nc1nc2ccc(S(=O)(=O)N3CCCC3)cc2s1)C1CCCO1 (stereo not drawn),5,6
O=C1CCCC(O)=C1N=Nc1cccc(S(=O)(=O)N2CCOCC2)c1,6,2
# (further entries)
SMILES,H9c2 TAG inh,H9c2 TAG inh DAPI viability
Cc1ccccc1N1CCN(c2ccccc2NC(=O)/C=C\C(=O)O)CC1,6,-2
CCCCCn1c(=O)[nH]c2cc(C(=O)NCCCN3CCCCC3)ccc2c1=O,15,-1
COc1ccc(S(=O)(=O)Oc2cc(C(=S)N3CCOCC3)ccc2OC)cc1,-15,1
Cc1ccc(C2CC(=O)c3cnc(N4CCc5ccccc5C4)nc3C2)cc1 (stereo not drawn),-11,2
Cc1cc(=O)[nH]c(SCC(=O)Nc2ccc(Br)cc2)c1C#N,25,-20
CC(=O)Nc1ccc(S(=O)(=O)Nc2ccccc2N2CCOCC2)cc1Cl,3,-1
Cc1ccc(OCC(=O)N/N=C/c2ccccc2)c([N+](=O)[O-])c1,-7,-6
C[C@H]1CN([C@@H](C)CO)C(=O)CCCn2cc(nn2)CO[C@@H]1CN(C)S(=O)(=O)c1ccc(Oc2ccccc2)nc1,-1,6
COC(=O)c1[nH]c2ccc(C)cc2c1NC(=O)CN1CCCc2ccccc21,1,-8
Cc1cccc(S(=O)(=O)N(C)C[C@H]2OCc3cnnn3CCCC(=O)N([C@H](C)CO)C[C@@H]2C)c1,-17,10
CC(=O)Nc1ccc(S(=O)(=O)N2CCSC2c2ccccc2Cl)cc1 (stereo not drawn),15,-14
O=C(NCCCN1CCOCC1)c1cc(C(=O)C2CC2)c[nH]1,19,-1
CN(C)c1ccc(Cl)cc1N,5,-6
COC(=O)CN1C(=O)[C@H]2[C@@H](c3ccc(C)o3)N3C(=O)CN(CC4CC4)C(=O)[C@@]3(Cc3ccccc3)[C@H]2C1=O,-17,6
O=C(NCc1cccnc1)c1ccccc1-c1nc(-c2ccccc2)no1,-1,-4
CCOc1ccccc1NC(=O)N1C2CCCC1CC(NC(=O)C1CC1)C2 (stereo not drawn),-13,4
COC(=O)CSc1nc2c(c(-c3ccc(O)cc3)c1C#N)CCCC2,-14,22
COC(C(=O)Nc1ccc(C(C)=O)cc1)c1ccccc1 (stereo not drawn),-17,4
CNC(=O)C1CCC(=O)N1Cc1ccc(C)cc1 (stereo not drawn),5,-5
Cc1nnc(NC(=O)C2CC(=O)N(C(C)c3ccccc3)C2)s1 (stereo not drawn),-14,0

# A draw from above in order of formula weight, highest first:
SMILES,H9c2 TAG inh,H9c2 TAG inh DAPI viability
C[C@H]1CN([C@@H](C)CO)C(=O)CCCn2cc(nn2)CO[C@@H]1CN(C)S(=O)(=O)c1ccc(Oc2ccccc2)nc1,-1,6
COC(=O)c1[nH]c2ccc(C)cc2c1NC(=O)CN1CCCc2ccccc21,1,-8
CCOc1ccccc1NC(=O)N1C2CCCC1CC(NC(=O)C1CC1)C2 (stereo not drawn),-13,4
O=C(NCc1cccnc1)c1ccccc1-c1nc(-c2ccccc2)no1,-1,-4
Cc1nnc(NC(=O)C2CC(=O)N(C(C)c3ccccc3)C2)s1 (stereo not drawn),-14,0
COC(C(=O)Nc1ccc(C(C)=O)cc1)c1ccccc1 (stereo not drawn),-17,4
CN(C)c1ccc(Cl)cc1N,5,-6

# Next section:
SMILES,H9c2 TAG inh,H9c2 TAG inh DAPI viability
CN(C)CCCN1C(=O)C2CCc3[nH]c4ccccc4c3C2C1=O (stereo not drawn),3,-2
Cc1ccccc1SCC(=O)NNC(=O)c1ccncc1,-61,-3
OC(c1ccc2ccccc2n1)c1c(Cl)cccc1Cl (stereo not drawn),-14,-14
COc1ccc(Br)cc1/C=C/C(=O)NC(=S)Nc1ccc(Cl)c(C(=O)O)c1,6,-4
COc1ccc(S(=O)(=O)N(C)C[C@H]2Oc3ccc(NC(=O)Cc4cn(C)c5ccccc45)cc3C(=O)N([C@@H](C)CO)C[C@@H]2C)cc1,26,8
CC(=O)Nc1ccc(OCc2nnc(-c3ccc(Cl)cc3)o2)cc1,1,11
CC(=O)c1ccccc1NC(=O)c1ccc(N2CCCC2=O)cc1,17,3
COc1ccc(N2CCN(C(=O)c3ccc4c(=O)n5c(nc4c3)CCCCC5)CC2)cc1,0,-3
O=C(Nc1ccncc1)c1cc2ccccc2o1,-4,-2
COc1cccc(COC(=O)CSCC(=O)Nc2cccc(C)c2)c1OC,-9,6
c1cc(C2OCCO2)cs1,0,-1
CN(CC(=O)Nc1ccc(F)c(F)c1F)C(=O)C1CCN(C(=O)Nc2ccccc2)CC1,22,-5
O=C(c1ccccc1)N1CCC(c2nc(-c3ccc(S(=O)(=O)N4CCOCC4)cc3)no2)CC1,-5,-8
Cc1ccc(S(=O)(=O)C2CCCCC2=O)cc1 (stereo not drawn),0,-11
O=C(c1cc2nc(-c3cccs3)cc(C(F)(F)F)n2n1)N1CCCc2ccccc21,24,-6
CCOC(=O)c1ccn(-c2nc(-c3ccco3)cc(C(F)(F)F)n2)n1,8,-5
Cc1ccc(N2CN(CCC3=CCCCC3)CNC2=S)cc1,2,0
CNC(=O)c1cc2c(=O)n3cc(C)ccc3nc2n(C(C)C)c1=N,6,103
CNC(=S)Nc1ccccc1-c1ccccc1,-8,3
O=C1C2C3CC(C(Br)C3Br)C2C(=O)N1CC1CCCO1 (stereo not drawn),-6,-3
O=C(Oc1ccc(-n2cnnn2)cc1)c1ccccc1,24,-14
COc1cccc2sc(N3CCN(C(=O)c4cccs4)CC3)nc12,1,5
CCOC(=O)CC(=O)CSc1nc(C)nc2c1oc1ccccc12,-3,6

# Source: PubChem BioAssay
